Screening results from PubChem BioAssay.
Insulin prom up – MIN6 insulin promoter up-regulation; MIN6 insulin promoter-GFP reporter, high-content imaging; active compounds read high; 190,000 compounds, 0.3% hits; z-score at 5 µM;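 active = z-score above 3 at 5 µM with at least 500 cells counted in the well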
Autophagy HCS – alters autophagy in cells; calls only at 10 µM (by protocol); AID 463193; MEF GFP-LC3 puncta imaging; test concentration mostly 10 µM; 190,000 compounds, 0.98% hits;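 active = percentage of spot-positive cells more than 3 SD above its plate mean, without a fluorescence outlier flag or 80% toxicity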;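 also: spot-positive cell cutoff set from DMSO-treated cells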
NOD2 inhibition – NOD2 signaling inhibitors, cell-based, luminescence, uHTS, HEK293 (AID 1566) | HEK293 NOD2/NF-kB luciferase reporter, luminescence; higher % means a stronger effect | one-dose inhibition, % at 4 µM; EC50 in µM for titrated hits | 290,000 compounds, 0.63% hits; in the data active = inhibition above about 50%; also: many of its hits are not listed in these tables
Lipid droplet – hepatic lipid droplet formation modulation | 240,000 compounds, 0.4% hits | AML12 mouse hepatocytes, oleate lipid droplets, BODIPY imaging | inhibition, % at 6.5 µM;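 active = lipid droplet intensity inhibited by at least 50%, with more than 500 cells counted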
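Material – mouse AML12 hepatocyte cell line, fixed after treatment · Compound dosing – one dose, 6.5 µM compound · Times – compound with oleate, overnight · Measured by – Image-based BODIPY and DAPI two-channel analysis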
Dynein transport – blocks dynein driven cargo transport along microtubules; 3617.4 mouse cells, GR-EGFP nuclear translocation imaging; test concentration mostly 20 µM; stimulated with dexamethasone, 1 µM; active compounds read low; z-score, hits read low; 220,000 compounds, 0.47% hits; AID 1381;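 active = plate z-score of nuclear minus cytoplasmic receptor signal below a set negative limit, without overly bright fluorescence or cell loss, cut at about -3.5 in these data, passing the limit was not always enough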;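 also: z-score of nuclear minus cytoplasmic ring GR-EGFP intensity difference per well; some compounds called inactive have numbers as strong as hits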
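Schedule: 48 h induction, then 1 h compound, then 30 min agonist, 37 °C. Buffer or medium: tetracycline-free induction medium containing charcoal-stripped FBS. Reagent: 1.0 µM final dexamethasone stimulus. Evaluation: nuclear versus cytoplasmic GR-EGFP signal, averaged per well. Signal: high-content fluorescence imaging after fixation.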
Yfh1-off respiration – mitochondrial function rescue without frataxin homolog – Friedreich's ataxia, plus single-dose screen, dose response (AID 1465) | 220,000 compounds, 0.074% hits | S. cerevisiae Yfh1-off respiration, WST-1 reduction, 72 h; higher fold induction means a stronger effect | fold induction at 50 µM; hits with a dose series show EC50 in µM;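 active = fold induction of absorbance versus untreated yeast above a set limit, then at least 30% activation at any dose in follow-up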;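 also: activators that raise dye reduction in frataxin-depleted yeast; strong numbers were not always called active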
WT yeast gro inh – growth inhibition of WT yeast, mitochondrial fusion screen; mitochondrial fusion phenotypic screen, WT strain; inhibition, % at 10 µM; 190,000 compounds, 2.1% hits; AID 1362; in the data active = inhibition above about 58%; tested in S. cerevisiae
MT stabilizer – microtubule stabilization, imaging screen. % tubulin-high responders, % at 10 µM. AID 2205. HeLa tubulin immunostaining HCS, 24 h; share of cells brighter than vehicle mean+2SD. 200,000 compounds, 0.83% hits;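 active = plate Z-score above 3 for both tubulin-high and condensed-nucleus cell shares, with cell loss under 80%, at 10 µM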;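 also: anti alpha tubulin signal scored within the nucleus-defined area of each cell; some results filed as inactive read as strong as hits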
b-catenin transl – modulators of beta-catenin nuclear translocation. AID 1665. 190,000 compounds, 0.3% hits. HeLa beta-catenin nuclear translocation, immunofluorescence imaging. nuclear translocation activity, % at 5 µM;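 active = nuclear translocation activity above 50% at 5 µM, with a well cell count of 50 or more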;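 also: per-cell ratio of nuclear to cytoplasmic median beta-catenin stain intensity; plate controls were DMSO negative control for no effect and GSK-3 inhibitor IX positive control for full effect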
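assay system = human HeLa cells, endogenous beta-catenin | times = compound treatment 24 h, 37°C, 5% CO2 | detection = Anti-beta-catenin immunofluorescence on PFA-fixed, Triton-permeabilized cells, DAPI nuclei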
WT yeast gro inh mutant strain – also measured in WT yeast gro inh; calls as there; inhibition, %; mitochondrial fusion phenotypic screen, mutant strain inhibition
Dynein transport cytoplasmic EGFP – second read-out of Dynein transport, no call of its own (marks repeat the call); z-score; measured here: cytoplasmic GR-EGFP intensity; active compounds read high
Dynein transport nuclear GR-EGFP – recorded beside Dynein transport, whose call it bears; z-score; measured here: nuclear GR-EGFP intensity;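 lower value marks the stronger effect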
Dynein transport cell count – second read-out of Dynein transport, no call of its own (marks repeat the call); z-score; measured here: cell count per field
Insulin prom up cell count – recorded beside Insulin prom up, whose call it bears; cell count; measured here: cytotoxicity, nuclei count;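 total cells summed across four imaged fields per well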
Lipid droplet cells 6.5 µM – also measured in Lipid droplet; calls as there; cell count; measured here: cell count, cytotoxicity flag;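 cells counted across two imaged fields per well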
b-catenin transl cell count 5 µM – also measured in b-catenin transl; calls as there; cell count; measured here: cell count, cytotoxicity flag
MT stabilizer Hoechst-high % – second read-out of MT stabilizer, no call of its own (marks repeat the call); % Hoechst-high responders; measured here: nuclear condensation Hoechst responders;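 share of cells brighter than vehicle mean plus two SD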
MT stabilizer cytotoxicity % – further read-out of MT stabilizer, marked with its call; toxicity, %; measured here: cytotoxicity by cell density;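 0% = mean cell density of plate MIN control wells and 100% = no cells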
Autophagy HCS cell loss 18 h – recorded beside Autophagy HCS, whose call it bears; toxicity, %; measured here: cell loss, nuclei count;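 cell loss after 18 h compound exposure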
Numbers without * were called inactive. These rows are one share of the data; count on the stated rates, not on these rows.

The opening 2 records, ahead of the listing:
What do the screens show for `C/C(CC(=O)Nc1ccc(Cl)cc1C(F)(F)F)=N\NC(=O)c1cccs1`?
Insulin prom up: 1.1; NOD2 inhibition: -1%; Lipid droplet: -1; Dynein transport: -0.79; Yfh1-off respiration: inactive; b-catenin transl: -1.6; Dynein transport cytoplasmic EGFP: -0.21; Dynein transport nuclear GR-EGFP: 0.03; Dynein transport cell count: 1.1; Insulin prom up cell count: 1017; Lipid droplet cells 6.5 µM: 656; b-catenin transl cell count 5 µM: 1385

Results for Cc1ccc(CN2CC34C=CC(O3)C(C(=O)NCc3ccco3)C4C2=O)cc1 (stereo not drawn) ?
Insulin prom up: 0.23; Autophagy HCS: inactive; NOD2 inhibition: 19%; Dynein transport: -0.53; Yfh1-off respiration: inactive; WT yeast gro inh: -12; MT stabilizer: 3.0; b-catenin transl: -0.8; WT yeast gro inh mutant strain: 5; Dynein transport cytoplasmic EGFP: -0.34; Dynein transport nuclear GR-EGFP: -0.32; Dynein transport cell count: 0.82; Insulin prom up cell count: 1634; b-catenin transl cell count 5 µM: 1375; MT stabilizer Hoechst-high %: 0.9; MT stabilizer cytotoxicity %: 10; Autophagy HCS cell loss 18 h: -1

The listing, from the start:
What do the screens show for `C/C(CC(=O)Nc1ccc(Cl)cc1C(F)(F)F)=N\NC(=O)c1cccs1`?
Insulin prom up: 1.1; NOD2 inhibition: -1%; Lipid droplet: -1; Dynein transport: -0.79; Yfh1-off respiration: inactive; b-catenin transl: -1.6; Dynein transport cytoplasmic EGFP: -0.21; Dynein transport nuclear GR-EGFP: 0.03; Dynein transport cell count: 1.1; Insulin prom up cell count: 1017; Lipid droplet cells 6.5 µM: 656; b-catenin transl cell count 5 µM: 1385

Results for Cc1ccc(CN2CC34C=CC(O3)C(C(=O)NCc3ccco3)C4C2=O)cc1 (stereo not drawn) ?
Insulin prom up: 0.23; Autophagy HCS: inactive; NOD2 inhibition: 19%; Dynein transport: -0.53; Yfh1-off respiration: inactive; WT yeast gro inh: -12; MT stabilizer: 3.0; b-catenin transl: -0.8; WT yeast gro inh mutant strain: 5; Dynein transport cytoplasmic EGFP: -0.34; Dynein transport nuclear GR-EGFP: -0.32; Dynein transport cell count: 0.82; Insulin prom up cell count: 1634; b-catenin transl cell count 5 µM: 1375; MT stabilizer Hoechst-high %: 0.9; MT stabilizer cytotoxicity %: 10; Autophagy HCS cell loss 18 h: -1

Results for O=C(NCCC1=CCCCC1)C1CCN(S(=O)(=O)c2cnc[nH]2)CC1 ?
Insulin prom up: -2; Autophagy HCS: inactive; NOD2 inhibition: -1%; Lipid droplet: 0; Dynein transport: -0.26; Yfh1-off respiration: inactive; WT yeast gro inh: 4; MT stabilizer: 3.4; b-catenin transl: 0.0; WT yeast gro inh mutant strain: 20; Dynein transport cytoplasmic EGFP: -0.26; Dynein transport nuclear GR-EGFP: 0.19; Dynein transport cell count: -0.81; Insulin prom up cell count: 1263; Lipid droplet cells 6.5 µM: 660; b-catenin transl cell count 5 µM: 1056; MT stabilizer Hoechst-high %: 2.3; MT stabilizer cytotoxicity %: 5.1; Autophagy HCS cell loss 18 h: -6

How did CC(=O)[C@H]1[C@H](CCc2ccccc2)NC(=O)N(Cc2ccccc2)[C@@H]1C do in these assays?
Insulin prom up: -0.35; NOD2 inhibition: 9%; Dynein transport: 1.3; Yfh1-off respiration: inactive; b-catenin transl: -0.2; Dynein transport cytoplasmic EGFP: -0.69; Dynein transport nuclear GR-EGFP: 0.75; Dynein transport cell count: -1; Insulin prom up cell count: 838; b-catenin transl cell count 5 µM: 1172

How did O=C(NC1CCCCC1)C(c1ccccc1)N(Cc1ccc2c(c1)OCO2)C(=O)c1cnsn1 (stereo not drawn) do in these assays?
Autophagy HCS: inactive; NOD2 inhibition: -20%; Lipid droplet: 12; Dynein transport: 0.45; Yfh1-off respiration: inactive; WT yeast gro inh: 17; MT stabilizer: 3.3; b-catenin transl: 0.0; WT yeast gro inh mutant strain: 10; Dynein transport cytoplasmic EGFP: -0.27; Dynein transport nuclear GR-EGFP: 0.12; Dynein transport cell count: 0.45; Lipid droplet cells 6.5 µM: 726; b-catenin transl cell count 5 µM: 562; MT stabilizer Hoechst-high %: 2.4; MT stabilizer cytotoxicity %: 8.1; Autophagy HCS cell loss 18 h: -7

Results for COc1ccc2oc(C(F)(F)C(F)F)cc(=O)c2c1 ?
Insulin prom up: -0.31; Autophagy HCS: inactive; NOD2 inhibition: 1%; Dynein transport: 0.71; Yfh1-off respiration: inactive; WT yeast gro inh: 1; MT stabilizer: 6.3; b-catenin transl: -0.3; WT yeast gro inh mutant strain: -2; Dynein transport cytoplasmic EGFP: -0.072; Dynein transport nuclear GR-EGFP: 0.31; Dynein transport cell count: -0.028; Insulin prom up cell count: 1364; b-catenin transl cell count 5 µM: 898; MT stabilizer Hoechst-high %: 2.5; MT stabilizer cytotoxicity %: 4.5; Autophagy HCS cell loss 18 h: -6

How did Cc1cc(-n2nc(C)cc2C)nc(NS(=O)(=O)c2ccccc2)n1 do in these assays?
Insulin prom up: 0.65; Autophagy HCS: inactive; NOD2 inhibition: 9%; Dynein transport: 0.06; Yfh1-off respiration: inactive; WT yeast gro inh: 4; MT stabilizer: 3.0; b-catenin transl: -3.7; WT yeast gro inh mutant strain: -4; Dynein transport cytoplasmic EGFP: -0.31; Dynein transport nuclear GR-EGFP: 0.61; Dynein transport cell count: -0.034; Insulin prom up cell count: 1291; b-catenin transl cell count 5 µM: 973; MT stabilizer Hoechst-high %: 2.8; MT stabilizer cytotoxicity %: 6.0; Autophagy HCS cell loss 18 h: 4

How did CCOc1cc(S(=O)(=O)NCC2OCCc3ccccc32)c(OCC)cc1-n1cnnn1 (stereo not drawn) do in these assays?
Insulin prom up: 0.13; Autophagy HCS: inactive; NOD2 inhibition: -10%; Dynein transport: -0.11; Yfh1-off respiration: inactive; WT yeast gro inh: -4; MT stabilizer: 1.8; b-catenin transl: 1.4; WT yeast gro inh mutant strain: -14; Dynein transport cytoplasmic EGFP: -0.22; Dynein transport nuclear GR-EGFP: 0.5; Dynein transport cell count: 1.3; Insulin prom up cell count: 1083; b-catenin transl cell count 5 µM: 1149; MT stabilizer Hoechst-high %: 1.1; MT stabilizer cytotoxicity %: 7.1; Autophagy HCS cell loss 18 h: 12

What do the screens show for `Cc1cc(C(F)F)n2nc(C(=O)Nc3ccc(S(=O)(=O)N4CCCC4)cc3)nc2n1`?
Insulin prom up: 0.96; Autophagy HCS: inactive; NOD2 inhibition: -6%; Lipid droplet: 4; Dynein transport: 0.82; Yfh1-off respiration: inactive; WT yeast gro inh: 10; MT stabilizer: 2.9; WT yeast gro inh mutant strain: 10; Dynein transport cytoplasmic EGFP: -0.21; Dynein transport nuclear GR-EGFP: 0.43; Dynein transport cell count: 0.37; Insulin prom up cell count: 1247; Lipid droplet cells 6.5 µM: 804; MT stabilizer Hoechst-high %: 1.7; MT stabilizer cytotoxicity %: 1.7; Autophagy HCS cell loss 18 h: -5

What do the screens show for `COc1ccc(/C(C)=N/NS(=O)(=O)c2cc(C)ccc2C)c(OC)c1`?
Insulin prom up: 0.19; Autophagy HCS: inactive; NOD2 inhibition: 2%; Lipid droplet: -17; Dynein transport: -0.26; Yfh1-off respiration: inactive; WT yeast gro inh: -3; MT stabilizer: 3.7; b-catenin transl: -0.1; WT yeast gro inh mutant strain: -11; Dynein transport cytoplasmic EGFP: -0.25; Dynein transport nuclear GR-EGFP: -0.22; Dynein transport cell count: -0.019; Insulin prom up cell count: 1300; Lipid droplet cells 6.5 µM: 679; b-catenin transl cell count 5 µM: 990; MT stabilizer Hoechst-high %: 3.1; MT stabilizer cytotoxicity %: 4.7; Autophagy HCS cell loss 18 h: -6

How did COc1cc(CNC2CCCCC2)c(Br)cc1OC1CCCC1 do in these assays?
Insulin prom up: -1.3; Autophagy HCS: inactive; NOD2 inhibition: 11%; Lipid droplet: -2; Dynein transport: -0.17; Yfh1-off respiration: inactive; WT yeast gro inh: 18; MT stabilizer: 5.2; b-catenin transl: -3.0; WT yeast gro inh mutant strain: 21; Dynein transport cytoplasmic EGFP: -0.079; Dynein transport nuclear GR-EGFP: 0.5; Dynein transport cell count: 0.27; Insulin prom up cell count: 1554; Lipid droplet cells 6.5 µM: 703; b-catenin transl cell count 5 µM: 1015; MT stabilizer Hoechst-high %: 1.9; MT stabilizer cytotoxicity %: 6.9; Autophagy HCS cell loss 18 h: 2

How did CC(C)c1ccccc1NC(=O)c1cccnc1 do in these assays?
Insulin prom up: -0.01; Autophagy HCS: inactive; NOD2 inhibition: -16%; Dynein transport: -0.42; Yfh1-off respiration: inactive; WT yeast gro inh: 2; MT stabilizer: 2.2; b-catenin transl: -1.5; WT yeast gro inh mutant strain: -10; Dynein transport cytoplasmic EGFP: -0.23; Dynein transport nuclear GR-EGFP: -0.091; Dynein transport cell count: 0.41; Insulin prom up cell count: 1019; b-catenin transl cell count 5 µM: 1196; MT stabilizer Hoechst-high %: 2.3; MT stabilizer cytotoxicity %: 7.4; Autophagy HCS cell loss 18 h: 1

Results for O=C(c1cc([N+](=O)[O-])cc([N+](=O)[O-])c1)N1CCN(Cc2ccc3c(c2)OCO3)CC1 ?
Insulin prom up: 0.42; Autophagy HCS: inactive; NOD2 inhibition: 6%; Lipid droplet: 3; Dynein transport: 0.25; Yfh1-off respiration: inactive; WT yeast gro inh: 5; MT stabilizer: 2.0; b-catenin transl: -1.9; WT yeast gro inh mutant strain: -11; Dynein transport cytoplasmic EGFP: -0.067; Dynein transport nuclear GR-EGFP: -0.21; Dynein transport cell count: -0.98; Insulin prom up cell count: 1231; Lipid droplet cells 6.5 µM: 724; b-catenin transl cell count 5 µM: 1134; MT stabilizer Hoechst-high %: 2.5; MT stabilizer cytotoxicity %: 9.0; Autophagy HCS cell loss 18 h: -11
